NTR1 agonist: NTR1-driven beta-arrestin-GFP spot formation – imaging, U2OS cells, high content, primary screen (AID 493036) | P30989 | agonist mode | activation, % at 20 µM | 330,000 tested, 0.17% active;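 active means activation at or above 40% of the spot to cytoplasm intensity ratio, with at least 20 cells analyzed; inconclusive means wells under 20 cells, flagged as cytotoxic or low count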;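 further: 0% = DMSO without peptide and 100% = 100 nM NTR1 peptide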
Target sequence (P30989 whole entry, looked up): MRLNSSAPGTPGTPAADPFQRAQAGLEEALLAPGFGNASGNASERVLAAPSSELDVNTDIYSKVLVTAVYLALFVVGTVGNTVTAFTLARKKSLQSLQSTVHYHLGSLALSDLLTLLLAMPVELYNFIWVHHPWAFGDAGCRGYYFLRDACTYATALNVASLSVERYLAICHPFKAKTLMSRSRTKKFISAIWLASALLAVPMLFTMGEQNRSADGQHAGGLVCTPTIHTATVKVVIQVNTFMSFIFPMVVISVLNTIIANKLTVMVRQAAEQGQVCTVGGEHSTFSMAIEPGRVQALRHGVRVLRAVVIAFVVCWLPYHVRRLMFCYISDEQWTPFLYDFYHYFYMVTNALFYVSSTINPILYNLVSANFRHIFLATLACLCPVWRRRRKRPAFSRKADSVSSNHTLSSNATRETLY
RSV CPE inhibition: inhibition of RSV-induced cytopathic effect – HEp-2 cells, primary 10 µM value included (AID 2391) | HEp-2 cells, RSV-induced CPE inhibition; higher % means a stronger effect | CPE inhibition, % at 10 µM, or IC50 in µM where a hit was titrated | 310,000 tested, 0.13% active; in the data active means a potency from the dose series; inconclusive means CPE inhibition mostly from about 23% at the one dose, without a potency; inactive means the rest, 99 in 100 with CPE inhibition below about 21%; further: strong numbers were not always called active
UTI89 phage lysis: protection from phage-mediated lysis, alamar blue read-out – E. coli UTI89, K1F phage, bacterial capsule biogenesis inhibitors (AID 488966); E. coli UTI89 K1F phage lysis, alamar blue, 2 h; higher % means a stronger effect; inhibition, % at 100 µM; hits with a dose series show IC50 in µM; 340,000 tested, 0.02% active;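 active means phage lysis inhibition, versus mean bacterial control, above a set limit; inconclusive means no clear call, values can overlap the other calls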;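 further: capsule biogenesis inhibitors block K1F phage lysis so surviving cells raise fluorescence; higher fluorescence means more inhibition of phage lysis; actives were called in the ten point dose series up to 300 µM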
MgcRacGAP inhibition: MgcRacGAP GTPase-activating activity inhibitors, confirmation, biochemical, ADP Hunter fluorescence; MgcRacGAP-stimulated Rac1 GTP hydrolysis, ADP Hunter fluorescence; higher % means a stronger effect; GST-tagged Rac1 F28L mutant substrate; inhibition, % at 30 µM; hits with a dose series show IC50 in µM; 340,000 tested, 0.6% active; AID 624330;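 active means first-screen hits whose inhibition reached a set limit at any dose in the follow-up dose series; inconclusive means inhibition above the set first-screen limit but never retested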;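 further: fluorescence reports GDP produced by GAP-driven GTP hydrolysis; strong numbers were not always called active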
SV40 large T antigen: TAg ATPase/helicase activity blockers – biochemical (AID 1903) | SV40 large T antigen ATPase/helicase inhibition assay; higher % means a stronger effect | inhibition, % at 20 µM; hits with a dose series show IC50 in µM | 310,000 tested, 0.39% active; in the data active means a potency from the dose series; inconclusive means inhibition mostly from about 32% at the one dose, without a potency; inactive means the rest, 99 in 100 with inhibition below about 32%; further: strong numbers were not always called active
T cell HTS: modulates CD8 T cell binding to vesicles | 2C CD8+ T cell-vesicle binding, flow cytometry; active compounds read low | calls only at 7 µM | 330,000 tested, 0.068% active | AID 2052;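 active means response, share of CD8 T cells binding vesicles, and their 90th percentile fluorescence all below set limits, cut at about 80% in these data, passing the limit was not always enough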
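material = purified 2C TCR transgenic mouse naive CD8+ T cells | controls = Unloaded micro-vesicles (low), QL9 vesicles with 0.7% DMSO (high) | detection = cytometric PE anti-B7-1 and Alexa647 anti-CD8 signals after 1% paraformaldehyde fixation | incubation = binding step 1.5 h, 37 °C, antibody labelling 20 min, ice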
Myeloid diff MLP: promotes myeloid progenitor differentiation; ER-HoxA9 myeloid progenitors, lysozyme-GFP differentiation, flow cytometry; calls only at 10 µM; 360,000 tested, 1% active; AID 624256;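 active means normalized GFP-positive differentiation at or above the plate's own cutoff, the solvent-only control mean plus 3 SD; inconclusive means no clear call, values can overlap the other calls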;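 further: cells exposed to compound for four days before flow analysis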
Salmonella PhoP GFP: PhoP-dependent GFP reporter repression – Salmonella Typhimurium, primary screen (AID 1863). S. Typhimurium PhoP-regulated promoter GFP reporter, 4 h; higher % means a stronger effect. one-dose inhibition, % at 50 µM; IC50 in µM for titrated hits. 300,000 tested, 0.16% active;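 active means inhibition over 29.93%, a cutoff 3 SD above the screen mean, later confirmed by dose response; inconclusive means inhibition over 29.93% but no dose response follow-up; inactive means inhibition at most 29.93% or unconfirmed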;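 further: 0% = low Mg2+ inducing control and 100% = high Mg2+ repressing control; strong numbers were not always called active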
TNAP activation fold: stimulation of alkaline phosphatase TNAP activity – biochemical, luminescent, no phosphate acceptor, uHTS, primary screen (AID 1001) | purified TNAP, luminescent activation assay, no phosphate acceptor; higher activation fold means a stronger effect | activation fold at 20 µM, or EC50 in µM where a hit was titrated | 200,000 tested, 0.03% active; in the data active means activation fold from about 3, or a potency from the dose series; inactive means the rest, 99 in 100 with activation fold below about 1.6; further: many of its hits are not listed in these tables
T cell HTS vesicle-bound %: further read-out of T cell HTS, marked with its call; double positive events, %; measured here: CD8+ vesicle-bound cell fraction;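 binding gate set so that unloaded-vesicle control wells show 10% double positive cells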
NTR1 agonist cell count 20 µM: also measured in NTR1 agonist; calls as there; cell count; measured here: cell count, cytotoxicity flag
Myeloid diff MLP GFP+ MAC1+ %: recorded beside Myeloid diff MLP, whose call it bears; GFP+ MAC1+ double positive, %; measured here: differentiation confirmed by MAC1 staining
* hit, by the source's call; i = inactive; ? = inconclusive; · = not tested or not shown; + = active, no number; [ ] = another dose, or the depositor's remark.

SMILES	NTR1 agonist	NTR1 agonist cell count 20 µM	RSV CPE inhibition	UTI89 phage lysis	MgcRacGAP inhibition	SV40 large T antigen	T cell HTS	T cell HTS vesicle-bound %	Myeloid diff MLP	Myeloid diff MLP GFP+ MAC1+ %	Salmonella PhoP GFP	TNAP activation fold
COc1cccc(Cn2c(Oc3ccccc3)nc3c2c(=O)n(C)c(=O)n3C)c1	2.2	40	3.3%	0.3%	5%	23%	i	38	i	0.4	2%	1.1
COc1cccc(CNC(=O)C(C)n2ccc3cc(S(=O)(=O)N4CCCCCC4)ccc32)c1 (stereo not given)	-0.8	55	16%	0.2%	4%	3%	i	18	i	0.0	3%	·
COCCNC(=O)/C(C#N)=C1\N=C(NC(=O)c2cccs2)c2ccccc21	2.5	46	4.0%	0.2%	6%	33%	i	19	i	0.4	-4%	·
CC(C(=O)Nc1ccccc1C(=O)N1CCCC1)n1nnc2ccccc21 (stereo not given)	-0.3	72	1.3%	-8.8%	9%	4%	i	7	i	1.7	5%	1.2
CSc1ccc(C(=O)C2CCCN(C(=O)c3nn(C)c(=O)c4ccccc34)C2)cc1 (stereo not given)	1.2	92	6.6%	-3.6%	7%	23%	i	57	i	0.1	-6%	1
O=C(O)c1ccccc1/C=N/NC(=O)c1cc(-c2ccco2)nc2ccccc12	1.6	67	3.8%	1.2%[50 µM]	?	?	i	44	i	1.0	6%	·
CC1(OC(=O)CCc2ccccc2)C(=O)C=C2C=C(c3ccc(C#N)cc3)N(C3CC3)C=C2C1=O (stereo not given)	-1.6	79	-2.0%	0.9%	-2%	22%	i	31	i	1.7	0%	·
O=C(CNCC1CCCCC1)Nc1ccccc1N1CCCCC1	11	75	5.5%	-0.1%	16%	6%	i	31	i	0.3	13%	1.1
CCOC(=O)[C@@H]1[C@H]2COc3ccc(Br)cc3[C@@H]2N2C(=O)N(c3cccc(Cl)c3)C(=O)[C@]12C	0.7	103	-1.8%	0.8%	6%	20%	i	10	i	1.8	·	·
CC(=O)Nc1cc(NC(C)=O)c2nc(N)sc2c1	-0.7	60	0.3%	0.1%	9%	8%	i	41	i	0.9	-2%	1.1
Cc1cc(C)c(C(=O)COC(=O)Cn2cnnn2)cc1C	2.4	78	2.4%	0.4%	3%	8%	i	46	i	1.0	19%	0.9
CSc1nc2nc3c(cc2c(=O)n1-c1cccc(C)c1)COC(C)(C)C3	-0.3	57	6.6%	·	·	20%	i	36	i	0.4	-1%	·
CCN(CC)CC(=O)N1c2ccccc2Oc2c(c(=O)n(C)c(=O)n2C)C1c1cccc([N+](=O)[O-])c1 (stereo not given)	1.0	50	4.8%	-1.9%	0%	13%	i	57	i	0.3	-7%	·
COc1ccc(C(=O)COc2cccc(NC(=O)c3ccco3)c2)cc1	-1.0	85	1.0%	-0.4%	2%	3%	i	26	i	0.5	1%	1.1
CCc1ccccc1NC(=O)c1cc(-c2ccc(OC)cc2)on1	-0.2	98	0.1%	0.3%	·	17%	i	6	i	0.5	1%	·
Cc1ccc2c(c1)N(CC(=O)NCc1ccco1)C(=O)CO2	-1.7	68	0.3%	0.1%	3%	3%	i	14	i	0.8	-1%	1.1
O=C1N(Cc2cccnc2)C[C@@H]2C[C@@H](c3ccc(-c4ccccc4)cc3)N3CCC[C@@]123	-0.8	31	-1.1%	-0.9%	1%	·	i	35	i	0.1	·	1.1
CN(C)CCCn1c(SCC(=O)Nc2nc(-c3cccc(Br)c3)cs2)nc2ccccc2c1=O	5.5	67	-3.8%	-0.8%	10%	13%	i	16	i	0.3	3%	·
O=C1CCC(C(=O)N2CCN(c3cnccn3)CC2)CN1CCc1ccc(Cl)cc1 (stereo not given)	0.9	61	·	-0.3%	4%	·	·	·	i	0.8	·	·
O=C(NS(=O)(=O)c1ccccc1)c1ccccc1	5.4	93	0.7%	0.1%	4%	8%	i	23	i	0.2	-24%	1.1

Quoted from the listing.
CC(C(=O)Nc1ccccc1C(=O)N1CCCC1)n1nnc2ccccc21 (stereo not given) | SV40 large T antigen = 4%
O=C(CNCC1CCCCC1)Nc1ccccc1N1CCCCC1 | RSV CPE inhibition = 5.5%

(list continues)
SMILES	NTR1 agonist	NTR1 agonist cell count 20 µM	RSV CPE inhibition	UTI89 phage lysis	MgcRacGAP inhibition	SV40 large T antigen	T cell HTS	T cell HTS vesicle-bound %	Myeloid diff MLP	Myeloid diff MLP GFP+ MAC1+ %	Salmonella PhoP GFP	TNAP activation fold
COc1ccccc1-n1c(=S)sc2c(=O)n(Cc3ccco3)c(SC)nc21	3.2	89	5.0%	2.6%	0%	2%	i	53	i	10	26%	1.1
C[C@H]1C(=O)N(c2ccccc2)[C@@H]1c1ccccc1	2.3	71	·	-0.1%	4%	·	·	·	i	2.0	·	·
CCOC(=O)CSc1nc2ccc(C)cc2cc1C#N	2.6	44	-0.8%	1.7%	1%	12%	i	15	i	1.4	-1%	1
O=C(NN=C(c1ccccc1)c1ccccc1)C(CCl)C1CCCCC1 (stereo not given)	-1.9	45	2.1%	1.0%	1%	·	i	32	i	0.5	·	·
COc1ccc(C(O)P(=O)(O)CCc2ccccc2)cc1 (stereo not given)	-0.7	41	0.4%	0.4%	9%	10%	i	19	i	1.3	-4%	1.1
CCOC(=O)/C=C/C(=O)OCC(=O)Nc1cccc(Br)c1	0.3	66	1.0%	-0.4%	1%	9%	i	50	i	1.4	-4%	1.2
C=CCOC(=O)C1=C(C)NC(SCC(=O)OCC)=C(C#N)C1c1ccc(O)c(OC)c1 (stereo not given)	·	·	·	-0.8%	11%	11%	·	·	i	0.8	-4%	1.1
CC(/C=C/c1ccc(Cl)o1)=C\C(=O)O	0.7	55	3.7%	1.7%	14%	·	i	38	i	0.8	·	1.1
CCCCn1c(N)c(N(C)C(=O)c2cn(-c3ccccc3)nc2-c2ccccc2)c(=O)[nH]c1=O	-0.7	62	0.8%	0.2%[50 µM]	-1%	·	i	38	i	0.8	·	·
O=C(Cn1nc(-c2ccco2)ccc1=O)Nc1cc(C(F)(F)F)ccc1Cl	-1.0	49	3.4%	0.1%	8%	·	i	12	i	4.4	-19%	·
CC(C)(C)c1ccc(OCCNCc2ccccc2)cc1	7.8	54	4.4%	-0.8%	24%	13%	i	10	i	0.2	-2%	·
CC(=O)N(c1nc(/C=C\C(=O)O)cs1)c1ccccc1F	2.7	59	0.0%	0.4%	3%	9%	i	19	i	0.1	-7%	·
CCN1c2ccccc2-c2nc3ccccc3n2C1c1cccnc1 (stereo not given)	0.9	51	1.4%	6.1%	6%	17%	i	25	i	2.4	2%	1.2
CCc1ccc(CCC(=O)Nc2ccc(C)cc2C)o1	-1.3	63	-0.1%	-1.0%	-8%	1%	i	46	i	12	1%	1.1
CC(=O)c1c(C)[nH]c(C(=O)CSc2nnc(N)s2)c1C	1.3	99	1.4%	0.0%	7%	10%	i	62	i	0.0	0%	1
O=C(O)[C@H](Cc1ccccc1)NC(=O)N1CCN(c2cccc(C(F)(F)F)c2)CC1	0.6	64	1.0%	0.4%	13%	3%	i	33	i	0.5	-7%	·
CCN(CC)c1ccc(C=O)c(OC)c1	1.5	34	8.8%	1.3%	10%	12%	i	49	i	0.1	-4%	1.1
COc1ccc(C(=O)C(OC(=O)c2ccccc2Cl)c2ccccc2)cc1 (stereo not given)	-0.1	52	2.8%	4.1%	5%	10%	i	41	i	0.2	-9%	1.1
[O-]/C(=C(\C(=S)NCc1ccco1)[n+]1ccccc1)c1ccccc1Br	-0.8	43	0.1%	0.2%	5%	21%	i	21	i	0.2	8%	1
Cc1cc(C)c(OCC(=O)N(C)CC(=O)Nc2ccc(N3CCOCC3)cc2)c(C)c1	-0.2	59	2.0%	1.3%	-6%	3%	i	12	?	·	-4%	·
CCOc1cc(CNCCCN2CCOCC2)cc(Br)c1OCc1ccccc1Cl	8.4	18	5.4%	4.2%	9%	11%	i	32	·	·	7%	1.1
N#Cc1cc(-c2cccc(Cl)c2)c[nH]c1=O	-2.0	81	13%	0.3%	11%	4%	i	41	i	0.4	-10%	1.1
O=C(Nc1ncccc1O)c1ccc(Oc2ccccc2)cc1	-1.2	49	9.4%	-0.6%	8%	-4%	i	40	i	0.7	-9%	·
CCN(CC)C(=O)CSC(Nc1cccc(F)c1)=C(C#N)C#N	-1.4	38	5.7%	·	·	15%	i	12	+	2.2*	-2%	·
Cc1cccc(N2CCN(c3ccc4cc(S(=O)(=O)N5CCCCC5)ccc4n3)CC2C)c1 (stereo not given)	1.4	72	15%	0.1%	6%	13%	i	38	i	1.9	0%	·
CCOc1cccc2sc(N(CCCN(C)C)C(=O)c3ccc(S(=O)(=O)N(C)c4ccccc4)cc3)nc12	-0.8	77	3.4%	-0.1%	6%	19%	i	60	i	0.2	6%	1.1
COC(=O)C1(CCSC)NC(c2ccccc2OC)C2C(=O)N(C)C(=O)C21 (stereo not given)	0.6	82	0.2%	0.5%	5%	7%	i	25	i	1.3	-1%	1.1
COc1cccc(C(=O)NNC(=O)C2CC(C)=C(C)CC2C(=O)O)c1 (stereo not given)	1.2	59	0.8%	0.3%	5%	18%	i	22	i	0.7	-9%	1.1
CC(c1ccccc1)n1c(Br)nc2c1c(=O)[nH]c(=O)n2C (stereo not given)	1.3	59	1.1%	1.3%	16%	16%	i	66	i	0.5	-4%	·
O=C(NCCc1c[nH]c2ccccc12)C1CCN(Cc2ccc(Br)cc2)CC1	3.8	63	?	0.3%	-13%	6%	i	54	i	0.0	7%	·
Cc1ccc2ncccc2c1NC(=S)NC(=O)c1ccccc1	3.3	48	8.0%	2.6%	5%	6%	i	34	i	0.9	1%	0.9
COC(=O)CCC(=O)NNC(=O)c1cccc(Br)c1	1.0	34	2.1%	2.8%	4%	-2%	i	18	i	0.9	4%	1.1
Cc1ccc(S(=O)(=O)Nc2cccnc2)cc1C	0.7	59	0.4%	-0.1%	14%	7%	i	59	i	0.5	-4%	·
O=S1(=O)CCOC[C@H](c2ccccc2)N1Cc1cccc(F)c1	3.4	85	1.6%	0.8%	12%	9%	i	24	i	0.6	·	·
